# High-throughput results (PubChem BioAssay)
# SV40 large T antigen: SV40 large T antigen inhibitors, biochemical (AID 1903); SV40 large T antigen ATPase/helicase inhibition assay; higher % means a stronger effect; inhibition, % at 20 µM, or IC50 in µM where a hit was titrated; 310,000 tested, 0.39% active; in the data active = a potency from the dose series; inconclusive = inhibition mostly from about 32% at the one dose, without a potency; inactive = the rest, 99 in 100 with inhibition below about 32%; also: strong numbers were not always called active
# HIV peptide binding: inhibitors of HIV fusion peptide binding, primary screen, biochemical, uHTS, fluorescence dequenching (AID 1986) | cell-free peptide binding, fluorescence dequenching, 30 min; higher % means a stronger effect | 290,000 tested, 0.3% active | inhibition, % at 20 µM, or IC50 in µM where a hit was titrated; in the data active = inhibition mostly above about 52%, no sharp cut-off; inactive = mostly below about 76%; also: some results filed as inactive read as strong as hits
# Rac1 GTP hydrolysis: MgcRacGAP GTPase-activating activity inhibitors, confirmation, biochemical, ADP Hunter fluorescence | inhibition, % at 30 µM, or IC50 in µM where a hit was titrated | MgcRacGAP-stimulated Rac1 GTP hydrolysis, ADP Hunter fluorescence; higher % means a stronger effect; GST-tagged Rac1 F28L mutant substrate | AID 624330, 2012 | Rac GTPase-activating protein 1 (Homo sapiens) | 340,000 tested, 0.6% active;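 active = first-screen hits whose inhibition reached a set limit at any dose in the follow-up dose series; inconclusive = inhibition above the set first-screen limit but never retested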;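 also: fluorescence reports GDP produced by GAP-driven GTP hydrolysis; strong numbers were not always called active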
# KOR beta-arrestin-1: KOR agonists, beta-arrestin recruitment, primary screen, cell-based, luminescence, uHTS (AID 1777) | 280,000 tested, 0.02% active | KOR beta-arrestin recruitment, luminescence; higher % means a stronger effect | activation, % at 10 µM; hits with a dose series show EC50 in µM; in the data active = activation above about 50%, passing the limit was not always enough; also: a part of the inactive calls stands beside numbers as strong as those of hits
# NOD2 inhibition: NOD2 signaling inhibitors, cell-based, luminescence, uHTS, HEK293 (AID 1566); HEK293 NOD2/NF-kB luciferase reporter, luminescence; higher % means a stronger effect; 290,000 tested, 0.63% active; inhibition, % at 4 µM, or EC50 in µM where a hit was titrated; also: many of its hits are not listed in these tables
# KOR beta-arrestin-2: KOR antagonists, beta-arrestin recruitment, cell-based, luminescence, uHTS (AID 1778); Kappa-type opioid receptor (Homo sapiens); KOR beta-arrestin recruitment, luminescence, antagonist mode; higher % means a stronger effect; inhibition, % at 10 µM; hits with a dose series show IC50 in µM; 290,000 tested, 0.091% active; also: strong numbers were not always called active
# GPR55 antagonists: GPR55 antagonists blocking LPI-driven arrestin recruitment, primary screen, imaging, U2OS, beta-arrestin-GFP, LPI agonist (AID 2013) | U2OS GPR55 beta-arrestin-GFP translocation imaging, LPI antagonism; higher % means a stronger effect | 290,000 tested, 0.13% active | one-dose inhibition, % at 10 µM; IC50 in µM for titrated hits | G-protein coupled receptor 55 (Homo sapiens);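 active = spots per cell inhibited over 60%, with over 100 cells counted and total cytoplasm intensity under 500,000; inconclusive = wells with under 100 cells, flagged as likely toxic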;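 also: U2OS cells stably carrying GPR55 and arrestin-GFP stimulated by 5 µM LPI near EC80; imaged beta-arrestin-GFP aggregate spots per cell after agonist stimulation; plate controls were LPI-stimulated DMSO wells for no effect and DMSO wells without LPI for full effect; some results filed as inactive read as strong as hits; confirmed hits need IC50 under 10 µM and bright autofluorescent wells are also inconclusive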
# NOD1 inhibition: NOD1 signaling inhibitors, primary screen, cell-based, luminescence, uHTS (AID 1578). NOD1-driven NF-kB luciferase reporter cells, luminescence; higher % means a stronger effect. 290,000 tested, 1% active. one-dose inhibition, % at 4 µM; EC50 in µM for titrated hits; in the data active = inhibition mostly above about 36%, no sharp cut-off; inactive = mostly below about 34%;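 also: HEK-293T reporter cells stimulated with the NOD1 agonist gamma-tri-DAP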
# GPR55 beta-arrestin: GPR55 agonists via beta-arrestin recruitment, primary screen, imaging, U2OS cells, beta-arrestin-GFP redistribution (AID 1961); G-protein coupled receptor 55 (Homo sapiens); U2OS GPR55 beta-arrestin-GFP redistribution imaging; higher % means a stronger effect; activation, % at 10 µM, or EC50 in µM where a hit was titrated; 290,000 tested, 0.048% active;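 active = activation above 40% with more than 50 cells counted in the well; inconclusive = wells holding fewer than 50 cells, flagged as toxic or sparse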;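 also: U2OS osteosarcoma cells stably expressing GPR55 and beta-arrestin-GFP; plate controls were DMSO negative control for no effect and LPI positive control for full effect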
# Starred values were filed as active, the others as inactive; u = inconclusive; x = not tested or not shown; & = joins results of further samples; [ ] = remark or other dose. Rule as the data show it, unless noted: active = inhibition above about 50%; inactive = the rest.
SMILES | GPR55 antagonists | KOR beta-arrestin-2 | HIV peptide binding | NOD2 inhibition | SV40 large T antigen | Rac1 GTP hydrolysis | KOR beta-arrestin-1 | GPR55 beta-arrestin | NOD1 inhibition
CCOC(=O)c1c(C)oc2ccc(OCc3cc(C(=O)OC)oc3C)cc12 | 13% | 5% | -1.6% | 22% | 6% | 5% | -1.1% | -0.1% | -21%
COc1ccc(NC(=O)CCCN2C(=O)C3C4C=CC(C4)C3C2=O)c(OC)c1 (stereo not drawn) | 6% | -30% | -0.1% | 12% | 1% | 4% | -0.9% | 0.4% | -29%
O=C(NNC(=S)NC(=O)c1ccccc1)c1cccnc1 | -2% | -17% | 3.0% | 5% | 13% | 9% | 1.1% | 0.6% | -21%
CN1CC(=O)N(CC(=O)NCc2ccc(F)cc2)c2ccccc2C1=O | -10% | 3% | 0.7% | 18% | -6% | 2% | -2.1% | 0.0% | 2%
COc1ccc(S(=O)(=O)Nc2ccccc2C)cc1 | 0% | 16% | -0.4% | 3% | 16% | -6% | -8.2% | -0.1% | 6%
COc1ccc(CCN(C)C(=O)C2CCN(Cc3ccccc3)CC2)cc1OC | 4% | -5%[20 µM] | -0.1% | 13% | 11% | u | x | -0.1% | -27%
Cc1ccc(OCC(=O)Nc2ccc(CN3CCOCC3)cc2)cc1 | 12% | -17% | 0.1% | -5% | 13% | -1% | 7.9% | 0.2% | -3%
O=C(CSc1nc2cc(Cl)ccc2s1)c1ccco1 | -5% | -11% | 2.7% | -29% | 28% | 9% | 4.3% | -1.0% | -22%
COc1ccc(N(CC(=O)NCCSCc2c(F)cccc2Cl)S(C)(=O)=O)cc1OC | -9% | -8% | -2.6% | 0% | 6% | 10% | 1.5% | 0.3% | -17%
CC(Sc1nnc(Nc2ccccc2)s1)C(=O)Nc1nc(-c2ccccc2)cs1 (stereo not drawn) | 4% | -9% | 0.5% | -66% | 7% | 6% | -1.3% | -0.1% | 11%
N#Cc1c(N)oc(-c2ccco2)c1-c1ccco1 | 3% | 12% | 2.6% | -1% | 15% | u | -1.4% | -0.2% | -3%
Cc1cc(C)c(OCCOCCN(C)C)c(Br)c1 | -10% | -26% | 0.7% | -4% | 6% | 13% | 2.7% | 0.1% | 2%
CSc1nnc(NC(=O)c2ccc(S(=O)(=O)N(C)C)cc2)s1 | -9% | 3% | 3.9% | -41% | 17% | 5% | -4.4% | -0.2% | -33%
COc1ccc(NC(=O)NCc2cccnc2)c(OC)c1 | -2% | -13% | -1.1% | 7% | 3% | -3% | 1.1% | -0.2% | -13%
Cc1cc(NC(=O)CSc2nnc(NC(=O)C3CC(=O)N(c4ccccc4C)C3)s2)no1 (stereo not drawn) | 8% | -8% | 6.6% | 6% | 8% | 5% | 11% | 0.4% | -4%
CCOc1ccc2c(c1)C(c1ccccc1)=NNC(c1ccccc1)=N2 | -11% | -20% | -0.9% | 12% | 5% | 9% | 11% | 0.0% | 37%
O=C(Nc1ccc(F)cc1)c1ccc(COc2ccccc2)cc1 | -1% | -34% | 0.4% | 0% | 7% | 1% | 0.9% | -0.1% | -23%
O=C(NCc1ccccn1)c1ccc(OC2CCN(Cc3ccc(CO)o3)CC2)cc1 | 7% | -5% | 0.1% | 1% | 13% | 4% | -1.4% | -0.1% | -23%
O=C(OCC(=O)N1CCc2ccccc21)c1nc(Cl)ccc1Cl | 0% | 20% | -2.8% | 10% | 9% | 8% | 1.5% | -0.4% | -15%
O=C(Cn1c(=S)[nH]c2ccccc2c1=O)N1CCN(c2ccccc2)CC1 | -5% | -27% | 0.8% | 14% | 20% | 11% | -1.0% | -0.4% | -17%
N#CC(C#N)=C1C=CC=CN1/C(=C\c1ccccc1Cl)C(=O)c1ccccc1 | 14% | 27% | 22% | 8% | u | 18% | -2.4% | 1.2% | 38%
CNC(=O)CC1C(=O)N(Cc2ccccc2)C(=S)N1NC(=O)c1cccc(F)c1 (stereo not drawn) | -4% | 24% | 0.2% | -8% | 4% | -1% | -0.6% | 0.2% | -2%
CC1(C)NC(=O)N(CC(O)COc2cc3ccccc3cc2C(=O)N2CCCCC2)C1=O (stereo not drawn) | 3% | 20% | 0.5% | -14% | -13% | 7% | 1.2% | -0.3% | -13%
CCC/C=N/NC(=O)c1ccccc1O | 1% | -7%[20 µM] | -3.5% | 0% | -3% | -1% | -6.0% | 0.2% | -16%
CCO[C@@H]1OC(C(=O)N2CCOCC2)=C[C@H](c2ccccc2)[C@H]1CCCO | -4% | -2% | -1.9% | -4% | 1% | 5% | -0.2% | 0.1% | 11%
COc1ccccc1NC(=S)N(Cc1cccnc1)Cc1ccccc1Cl | 1% | 5% | -1.3% | 0% | 7% | 3% | -1.3% | 0.1% | -13%
Cc1ccc(C(=O)NC(=S)NCCN2CCOCC2)cc1 | 1% | x | 1.2% | 7% | 15% | 4% | -4.0% | 0.6% | -24%
CS(=O)(=O)Nc1ccccc1C(=O)Nc1ccccc1Cl | 0% | 12% | 3.3% | 13% | 3% | 1% | -8.0% | 0.1% | -8%
COC(=O)c1ccc2c(=O)sc(N3CCC(C(N)=O)CC3)nc2c1 | -2% | 16% | 4.9% | 11% | 1% | 5% | 6.0% | -0.3% | -17%
CCCC(=O)OC/C(O)=C(\C#N)c1nc2ccccc2[nH]1 | 9% | -14% | 11% | -38% | 23% | 12% | -3.6% | -0.2% | 105%*
O=c1[nH]n(-c2ccccc2Cl)c(=O)c2ccccc12 | 14% | 10% | -0.1% | 8% | 9% | 4% | -2.2% | -0.1% | -8%
OC(CNc1nc(C(F)(F)F)nc2ccccc12)c1ccccc1 (stereo not drawn) | 4% | -36% | 2.4% | 19% | 6% | 1% | 3.5% | -0.1% | 51%
COc1cccc(NC(=O)CSc2ncc(S(=O)(=O)c3ccccc3)c(=O)[nH]2)c1 | 10% | 11% | 3.6% | 17% | 10% | 6% | -1.1% | -0.1% | -2%
COc1cccc(C(O)c2nc3ccccc3n2C)c1 (stereo not drawn) | -5% | 10% | -1.9% | 2% | 11% | 5% | -4.0% | -0.1% | -21%
COc1ccc(Nc2nc(-c3ccccc3)c3ccccc3n2)cc1 | 23% | 24% | 1.5% | 12% | 15% | -1% | -2.1% | -0.1% | -3%
Cc1ccc(C=Nc2ccccc2C(N)=O)cc1 | -9% | 30% | -1.8% | -71% | 2% | -3% | -5.4% | -0.1% | -13%
CC(C)Nc1nc(NC(C)(C)C)nc(Oc2ccc(=O)n(-c3ccccc3)n2)n1 | 0% | -3% | -2.0% | 11% | 21% | 9% | 3.9% | 1.8% | 10%
CCCN1CCN(CCNC(=O)Nc2ccccc2Cl)CC1 | -2% | 2% | -1.4% | 16% | 7% | 7% | -3.0% | -0.2% | -5%
COc1ccc(-n2c(C)cc(/C=C3/SC(=S)N(C)C3=O)c2C)cc1 | 6% | 24% | 21% | 24% | 15% | 6% | 2.5% | -0.3% | -25%
Cc1ccc(C(=O)N(CN2CCCC2=O)c2ccccc2)cc1 | 0% | -21% | -0.6% | 16% | -2% | -3% | -3.1% | -0.1% | -32%
C=C(C)CNC(=S)N1CCNC(=O)C1CC(=O)OC (stereo not drawn) | 1% | -19% | 3.6% | -3% | 2% | 7% | 9.1% | -0.1% | -14%
O=C(Cc1ccccc1)NCCSC1CCCCC1 | 3% | -34%[20 µM] | -0.6% | -8% | 6% | 4% | 1.3% | -0.1% | 36%
CC(c1cc2ccccc2s1)N(O)C(N)=O (stereo not drawn) | 8% | -15% | -1.4% | -4% | 11%&25% | x | -5.3% | -0.2% | -5%
c1ccc(-c2cccs2)nc1 | -6% | 11% | 0.1% | 5% | 12% | -3% | -2.0% | 0.2% | 6%
CC(=O)O[C@H]1CC(C)(C)C(=C=C/C(C)=C/C=C/C(C)=C/C=C/C=C(C)/C=C/C=C(\C)C(=O)C[C@@]23O[C@]2(C)C[C@@H](O)CC3(C)C)[C@](C)(O)C1 | 5% | 35% | 1.8% | 1% | 20% | x | 2.0% | -0.2% | -8%
COc1ccc(C(C)=O)cc1COC(=O)C(CO)NS(=O)(=O)c1ccc(Br)cc1 (stereo not drawn) | -5% | 34% | 0.0% | 3% | 13% | 3% | -3.4% | 0.5% | -35%
CC(=O)Nc1ccc(-c2cc(N)n(-c3ccccc3)n2)cc1 | -7% | 7% | 0.6% | -60% | 2% | 10% | -2.2% | -0.1% | 1%
OCCC1CN(Cc2ccccc2-c2ccco2)CCN1Cc1ccsc1 (stereo not drawn) | 8% | -4% | -0.7% | -20% | 12% | 15% | -4.4% | -0.3% | 26%
COc1cc2c(cc1OC)-c1cc(Nc3cccc(C)c3)nc(=O)n1CC2 | -8% | 41% | -1.6% | -6% | 6% | 5% | -9.0% | -0.1% | -11%
Cc1ccc(Nc2nc(N)nc(CN3CCN(Cc4ccc5c(c4)OCO5)CC3)n2)cc1C | 10% | -24%[20 µM] | 1.4% | 7% | 27% | 10% | x | -0.1% | -25%
CC1Cc2ccccc2N1S(=O)(=O)c1cccc(C(=O)NCCCn2ccnc2)c1 (stereo not drawn) | -2% | -20% | -2.3% | 9% | 18% | 8% | 3.3% | -0.2% | 19%
S=C(Nc1ccccc1Cl)N(CCCN1CCOCC1)Cc1ccco1 | 9% | 28% | 4.3% | 11% | 2% | 4% | 4.4% | 0.2% | 1%
CCCS(=O)(=O)N1CCCC(C(=O)NC2CCCCC2)C1 (stereo not drawn) | -5% | -7% | -0.3% | 9% | 3% | 10% | 2.2% | 0.0% | -7%
CCOc1ccc(-n2c(SCC(=O)NC(C)CC)nc3n[nH]c(C)c3c2=N)cc1 (stereo not drawn) | -10% | x | -2.7% | -36% | 5% | 14% | -6.7% | 0.0% | 15%
COCCCNC(=S)N/N=C/c1ccc(O)cc1O | 7% | 31% | 1.6% | 10% | 9.1µM* | x | -0.3% | 0.1% | 5%
N#Cc1ccccc1NC(=O)c1cc(=O)c2ccccc2o1 | -7% | -19% | -0.2% | 8% | 9% | 3% | 1.1% | 0.1% | 6%
Cc1ccc(-n2ncc3c(=O)n(CC(=O)NCc4ccco4)cnc32)cc1C | -5% | -30% | 0.2% | -7% | 8% | 4% | -1.9% | 0.3% | 26%
Cc1cccc(-n2c(C)cc(/C=C3/C(=N)N4C(c5ccccc5)=CSC4=NC3=O)c2C)c1 | 0% | 4% | 4.1% | 12% | 12% | 3% | -0.8% | -0.2% | 20%
C/C(Cn1nnc2ccccc21)=N\NC(=O)c1ccc(Br)cc1 | -3% | 6% | 10% | 16% | 6% | 9% | -3.7% | -0.3% | -16%
COc1ccc(Nc2nc3cc(C)ccc3cc2C#N)c(OC)c1 | 4% | -458%[20 µM] | 10% | -12% | 16% | 13% | x | 0.2% | -7%

# Only part of the results is shown; rates above refer to the full screens.
